# TRHR agonist = qHTS for Small Molecule Agonists and Allosteric Enhancers of Human TRH Receptor: Primary Screen for Agonists | Thyrotropin-releasing hormone receptor (Homo sapiens), P34981 | TRHR cells, calcium flux fluo-8, FDSS agonist mode | activation, % at 2 µM | 0.18% of 360,000 active; in the data active = activation above about 30%; note: 0% is about no effect
#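 In this calcium-flux screen, cells bearing human TRHR are dye-loaded with fluo-8, baselined for 10 cycles, then exposed to library compounds; positive kinetic calcium responses during the agonist phase mark hits, with TRH as control.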
# ERG Ets-DNA blk = qHTS for Small Molecule Inhibitors of the ERG Ets/DNA interaction | Transcriptional regulator ERG (Homo sapiens), P11308 | fluorescence polarization, His-ERG Ets domain / labelled DNA | Potency, µM (highest dose often 76.9 µM), for inactives: at the top dose FP activity, negative = inhibition, actives largely listed as inhibitors | 0.028% of 370,000 active | AID 624246, 2012; active = well fitted inhibition curve with a large enough effect in the polarisation, with a control signal flat; inconclusive = small, poorly fitted or top-dose-only effect, or effect the other way, or a change in a side signal; inactive = no such curve, though single readings can be large or run the other way; the % refers to the polarisation;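 note: polarization taken with two DNA probes labelled with fluorescein and Texas red; potency is the fitted concentration of half-maximal effect; % of control where 0% means no effect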
#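 His-tagged ERG Ets domain (1 uM in the protein solution; 300mM KCl, 50mM Tris-HCl, 1mM EDTA, 1mM DTT, pH 7.5) received compound, then a probe mix of 5 nM fluorescein-DNA and 100nM Texas-615-DNA. Fluorescence polarization was read for both dyes.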
# ALOX12 inh = Primary qHTS assay for inhibitors of human arachidonate 12S-lipoxygenase (ALOX12): Round 2; Polyunsaturated fatty acid lipoxygenase ALOX12 (Homo sapiens), P18054; AID 1671190, 2021; Potency, µM (highest dose often 108 µM), for the others: at the highest dose activity change, negative = inhibition, actives largely listed as inhibitors; 1.1% of 580,000 active; purified 12hLO, xylenol orange hydroperoxide absorbance; note: potency is the fitted concentration of half-maximal effect; % is set by controls: 0 for no effect and ±100 for the full control effect
#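 Purified human 12hLO (150 nM final) in 25 mM Hepes, 0.01% Triton X-100, pH 7.0 was preincubated 15 min at room temperature with compound. Then 40 uM arachidonic acid was added, 30 min. Hydroperoxide was read by Fe-XO absorbance ratio 573/405 nm.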
# Apoferritin bind = qHTS Assay for Identification of Novel General Anesthetics | Potency, µM (titrated, usually from 77.5 µM), inactives show top-dose activity change, negative = displacement, actives largely listed as inhibitors | apoferritin/1-aminoanthracene competitive binding, fluorescence | 0.074% of 350,000 active; note: potency is the fitted concentration of half-maximal effect; % is set by controls: 0 for no effect and ±100 for the full control effect; nearly all actives have a fitted effect of over 20% in size
#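 Horse-spleen apoferritin (10 uM) in 50% saturated 1-aminoanthracene in PBS was incubated 10 min at room temperature with compound. Fluorescence (ex 380, em 535 nm) was normalized to free and bound 1-AMA, with concentration-response fitted by a four-parameter Hill equation.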
# BLM inh = qHTS Assay for Inhibitors of Bloom's syndrome helicase (BLM); RecQ-like DNA helicase BLM (Homo sapiens), P54132; 0.2% of 350,000 active; Potency, µM (doses to about 56.1 µM), for inactives: at the top dose activity change, negative = inhibition, actives largely listed as inhibitors; AID 2528, 2010; recombinant BLM DNA unwinding, fluorescence dequenching;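 note: potency is the fitted concentration of half-maximal effect; plate controls were vehicle for no effect and no enzyme for full effect; nearly all actives have a fitted effect of over 35% in size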
# POLK inh = qHTS for Inhibitors of Polymerase Kappa; Potency, µM (highest dose often 107 µM), for the others: top-dose activity, negative = inhibition, usual class: inhibitors; DNA polymerase kappa (Homo sapiens), Q9UBT6; AID 588579, 2011; purified Pol kappa, fluorescent DNA synthesis assay, 10 min; 0.53% of 400,000 active; note: potency is the fitted concentration of half-maximal effect; % is set by controls: 0 for no effect and ±100 for the full control effect
#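 Kinetic fluorescence readout at 0 and 10 min followed reaction start with substrate at 50 nM final. Beforehand, enzyme (10 nM Pol kappa) stood 15 min with compound at room temperature; buffer-only wells were negative controls.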
# APE1 inh = qHTS Assay for Inhibitors of the Human Apurinic/apyrimidinic Endonuclease 1 (APE1); 0.35% of 350,000 active; DNA repair nuclease/redox regulator APEX1 (Homo sapiens), P27695; recombinant APE1, TAMRA/BHQ-2 abasic DNA cleavage fluorescence; AID 2517, 2012; Potency, µM (top dose mostly 65.8 µM), for the others: at the highest dose activity change, negative = inhibition, most hits filed as inhibitors;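 note: potency is the fitted concentration of half-maximal effect; plate controls were vehicle for no effect and reference inhibitor for full effect; nearly all actives have a fitted effect of over 55% in size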
# Target sequence (P27695 whole entry, looked up): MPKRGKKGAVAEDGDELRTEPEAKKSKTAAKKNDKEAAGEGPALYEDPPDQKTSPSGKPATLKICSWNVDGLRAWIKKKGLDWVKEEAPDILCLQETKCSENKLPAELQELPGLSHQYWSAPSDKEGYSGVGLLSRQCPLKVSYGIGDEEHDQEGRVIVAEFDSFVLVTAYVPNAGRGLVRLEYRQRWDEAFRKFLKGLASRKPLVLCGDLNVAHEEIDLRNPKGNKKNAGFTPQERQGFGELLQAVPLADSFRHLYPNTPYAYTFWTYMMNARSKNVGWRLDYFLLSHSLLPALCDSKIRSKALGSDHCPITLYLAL
#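 Readout is kinetic fluorescence (ex 525, em 598 nm) from cleavage of 50 nM TAMRA/BHQ-2 THF abasic duplex by 0.75 nM APE1, compound added 15 min beforehand at RT.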
# POLB inh = qHTS Assay for Inhibitors of DNA Polymerase Beta; 1.3% of 340,000 active; Pol beta primer extension/strand displacement, fluorescence kinetic; Potency, µM (highest dose often 114 µM), inactives show top-dose activity change, negative = inhibition, hits mostly inhibitors; P06746; note: potency is the fitted concentration of half-maximal effect; % is set by controls: 0 for no effect and ±100 for the full control effect
#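 10 nM enzyme + cpd, 15 min RT; start with substrate 50 nM final; read 0 min and after 10 min RT. Corrected, normalized data; 4-parameter Hill curve fit.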
# Pol iota inh = qHTS for Inhibitors of Polymerase Iota; DNA polymerase iota (Homo sapiens), Q9UNA4; Pol iota fluorescent replication assay, 10 min; Potency, µM (top dose mostly 115 µM), for inactives: at the top dose activity, negative = inhibition, most hits filed as inhibitors; 1% of 390,000 active; note: potency is the fitted concentration of half-maximal effect
# Target sequence (Q9UNA4 whole entry, looked up): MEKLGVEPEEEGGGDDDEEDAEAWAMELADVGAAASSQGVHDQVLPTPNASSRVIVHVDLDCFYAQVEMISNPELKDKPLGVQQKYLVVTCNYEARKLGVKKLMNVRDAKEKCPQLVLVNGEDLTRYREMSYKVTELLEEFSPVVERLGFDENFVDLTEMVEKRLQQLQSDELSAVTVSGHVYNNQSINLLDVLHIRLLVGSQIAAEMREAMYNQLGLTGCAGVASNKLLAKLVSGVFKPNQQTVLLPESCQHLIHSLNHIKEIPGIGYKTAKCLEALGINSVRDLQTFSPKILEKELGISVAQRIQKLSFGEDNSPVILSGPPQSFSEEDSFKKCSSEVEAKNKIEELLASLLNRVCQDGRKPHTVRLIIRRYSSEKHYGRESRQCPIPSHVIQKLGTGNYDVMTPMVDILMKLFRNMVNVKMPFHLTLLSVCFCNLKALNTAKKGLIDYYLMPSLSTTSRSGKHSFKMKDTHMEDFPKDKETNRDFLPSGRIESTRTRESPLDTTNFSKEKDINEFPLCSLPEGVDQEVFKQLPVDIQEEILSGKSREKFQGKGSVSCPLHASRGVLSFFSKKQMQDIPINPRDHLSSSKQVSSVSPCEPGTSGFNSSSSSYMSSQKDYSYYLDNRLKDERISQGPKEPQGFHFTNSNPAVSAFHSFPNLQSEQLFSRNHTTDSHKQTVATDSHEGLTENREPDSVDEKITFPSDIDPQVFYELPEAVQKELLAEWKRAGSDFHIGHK
#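 Fluorescent replication assay read twice, at 0 min and 10 min after adding 50 nM (final) substrate. Enzyme (10 nM) and compounds were first incubated 15 min at room temperature; enzyme-free buffer wells were negative controls.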
# Numbers without * were called inactive; ? = inconclusive; / = no result given; & = joins results of further samples; [ ] = dose if it differs, or a comment. Unless noted, calls come from the whole dose curve; as a rule, active = well fitted curve in the direction sought with a large enough effect; inconclusive = small, poorly fitted or top-dose-only effect, or another doubt; inactive = no such curve, though single readings can be large; an effect the other way counts as inactive or inconclusive. Not all compounds are listed; rates above refer to the full screens.
SMILES,TRHR agonist,ERG Ets-DNA blk,ALOX12 inh,Apoferritin bind,BLM inh,POLK inh,APE1 inh,POLB inh,Pol iota inh
COc1ccccc1NS(=O)(=O)c1cc(NC(=O)CCc2nc3ccccc3c(=O)[nH]2)ccc1C,0.0,-26%,-1%,/,/,-11%,4%,/,22%
COc1ccc(/C=C/C(O)=C2/C(=O)N(C)C3(C)CC2c2ccccc2O3)cc1 (configuration not stated),1.2,-5%,0%,-15%,-10%,-9%,16%,24%,14%
CC(C)CC(CO)N1CCN(C(=O)c2ccccc2)CCC1=O (configuration not stated),/,4%,8%,/,/,4%,/,/,5%
CCN(Cc1nc2ccccc2c(=O)[nH]1)C(=O)c1cc2c(s1)CCCCC2,-0.5,-1%,4%,/,/,-11%,45%,/,13%
Cc1ccc(NC(=O)CN2C(=O)C(C)(C)c3ccccc32)cc1,0.2,-5%,-10%,-8%,-2%,-6%[60.1 µM],/,11%,33%[activator]
Oc1ccccc1CNc1cnc2ccccc2c1,1.6,-8%,?,-5%,0%,-6%,2%,20%,1%
CCCCOC(=O)c1ccc(NC(=O)C(=O)NCC2CCCO2)cc1 (configuration not stated),0.1,7%,-14%,-4%,-10%,-5%,2%,53%,23%
Cc1n[nH]c(=O)c2c(NC(=O)CSc3nc4ccccc4c(=O)n3CCCO)oc(C)c12,0.2,0%,16%,-5%,0%,1%,-3%,46%,46%[activator]
CCc1ccc(NC(=O)C(NS(=O)(=O)c2cccc3nsnc23)c2ccccc2)cc1 (configuration not stated),-0.7&-0.2,7%&-8%,-23%&-30%,-9%&-13%,-8%&-10%,-10%&-27%,-5%,8%&-11%,?
ClC1(Cl)CC1Cn1cnc2ccccc21 (configuration not stated),-0.1,-6%,5%,?,-3%,-9%,1%,1%,4%
COc1ccc(CCNC(=O)CCC(=O)Nc2ccc3nc(N4CCN(C)CC4)cc(C)c3c2)cc1OC,-0.4,7%,9%,-4%,-4%,0%,-2%,25%,?
CC12CCC(C(=O)N(NC(=O)c3ccc(O)cc3)C1=O)C2(C)C (configuration not stated),0.6,/,-6%,-14%,1%,-11%[60.1 µM],-2%,10%,2%
COc1cccc(-c2nc(NC(C)C)c3ccccc3n2)c1O,0.1,13%,?,?,-12%,-10%,-4%,3%,-6%
CCc1nnc(NC(=O)CCc2c[nH]c3ccccc23)s1,-0.2,4%,-11%&2%,0%,-5%,1%,-2%,-1%,91%[activator]
O=C1CCC/C(=N\NC(=O)c2ccc(COc3ccccc3-c3ccccc3)cc2)C1,-0.9,3%,1%,?,-11%,3%,14%,0%,38%[activator]
Cc1ccc(S(=O)(=O)N2CCC(C(=O)NC3CC(C)(C)NC(C)(C)C3)CC2)cc1C,0.5,6%,55%[activator],-4%,0%,0%,48%,0%,14%
COc1ccccc1-c1nc(C#N)c(N2CCN(c3cccc(Cl)c3)CC2)o1,-1.2,-2%,-17%,29%,-5%,-12%,2%,16%,-8%[58.9 µM]
CCOCCCNC(=O)C1CCC(CNS(=O)(=O)c2ccc(Cl)cc2)CC1 (configuration not stated),-0.1,3%,18%,-6%,-5%,5%,1%,-39%,19%
COc1cc(NC(=O)C2CC2)c(OC)cc1NC(=O)CCC(=O)NC1CCN(Cc2ccccc2)CC1,0.0,4%,-11%,-4%,-1%,-3%,2%,0%,22%
N#Cc1nccnc1N1CCN(C(=O)Nc2ccccc2)CC1,0.3,9%,?,-1%,0%,-11%,2%,-17%,-8%
CCC(CC)C(=O)N1CCN(Cc2nc3ccccc3c(=O)[nH]2)CC1,-0.8,7%,-12%,-7%,-3%,0%,5%,-22%,47%[activator]
O=C(O)c1cc2cc(F)ccc2[nH]1,0.3&0.3,-16%,-13%,-15%&-7%,-2%&-3%&4%,8%[60.1 µM],-3%&4%&2%&-1%,19%,-10%[58.9 µM]
COc1ccc(C(=O)CSc2nnc3ccc(-c4ccccn4)nn23)cc1,-0.4,9%,6%,-19%,-2%,-11%,-5%,24%,-22%
O=C(/C=C1\SC(=O)N(CC(=O)Nc2ccc(F)cc2)C1=O)Nc1ccc(Cl)cc1,-0.2,-5%,-6%,-4%,-2%,-17%,-11%,3%,-11%
COc1ccc(N2CCN(C(=O)CSc3nnc4c5cc(C)ccc5n(C)c4n3)CC2)cc1,-0.5,/,1%,-18%,-4%,5%,-4%,42%,13%
N#Cc1c(N)n(CCc2ccc(F)cc2)c2nc3ccccc3nc12,-0.3,0%,203%[activator],264%[activator],-6%,-9%,1%,2%,41%[activator]
CC1(C)Oc2ccc3ccc(=O)oc3c2C[C@H]1O[C@@H]1O[C@H](CO)[C@@H](O)[C@H](O)[C@H]1O,/,-12%,2%,/,/,11%,8%,/,1%
O=C(CCCOc1ccc(Cl)cc1Cl)N1CCN(c2ccccn2)CC1,0.1,-11%,-18%,-10%,-6%,-3%,-7%,-2%,-4%
Cc1ccc(-n2nc3c(c2NC(=O)C(C)(C)C)CSC3)c(C)c1,-0.2,3%,14%,?,1%,-24%,-9%,3%,27%
CC(C)(C)c1nnc(N/N=C/c2cc(Br)ccc2O)n(N)c1=O,-0.3,1%,1%,-3%,-8%,-9%,5%,-14%,10%
O=C(OCC(=O)c1c[nH]c2ccccc12)c1ccc(Br)o1,0.3,2%,-19%,?,-5%,-4%,-6%,11%,-2%
O=C(N/N=C/c1c[nH]c2ccccc12)c1cc(-c2cccc3ccccc23)n[nH]1,0.1,2%,0%,9%,-6%,-19%,0%,5%,6%
C#CCOCCOCCOCCNc1nc(N2CCN(C(=O)[C@H](CCCCN)n3cc([C@@H](N)[C@H](C)CC)nn3)CC2)nc(N2CCN(C(=O)[C@H](CCCCN)n3cc([C@@H](N)CC(N)=O)nn3)CC2)n1,/,0%,3%,/,/,11%,23%,/,6%
CSc1ccccc1NC(=O)CSCc1nc2sc(C)c(C)c2c(=O)[nH]1,0.4,-4%,-2%,/,/,-6%,5%,/,30%[activator]
COc1ccc(C2CC(c3ccc(Cl)cc3)n3nc(N)nc3N2)cc1 (configuration not stated),1.1,-13%,287%[activator],-5%,3%,-9%,-2%,19%,27%
COc1ccc(N(C(=O)CNC(=O)c2cccs2)C(C(=O)NCC2CCCO2)c2ccccc2)cc1OC (configuration not stated),-0.8,-13%,5%,-6%,-7%,-1%,11%,17%,88%[activator]
COc1ccc(CC(=O)NNS(=O)(=O)c2ccc(F)cc2)cc1,-0.3,-7%,1%,-4%,2%,-5%,8%,48%,16%
COc1ccccc1NS(=O)(=O)c1ccc(O)c(C(N)=O)c1,0.5,5%,59%[activator],1%,7%,-21%,2%,3%,15%
Cn1c(C(=O)N2CCCC(C(=O)c3ccc(C(F)(F)F)cc3)C2)cc(=O)n(C)c1=O (configuration not stated),0.2,7%,-6%,-14%,-4%,-1%,-1%,-4%,50%[activator]
O=C(C[C@@H]1C/C=C/CC[C@@H](Cc2ccc(F)cc2)C(=O)OCCNC1=O)N[C@H](CO)Cc1ccccc1,/,-15%,?,/,/,-6%,15%,/,7%

# Continued, overlapping the part above by 2 compounds.
SMILES,TRHR agonist,ERG Ets-DNA blk,ALOX12 inh,Apoferritin bind,BLM inh,POLK inh,APE1 inh,POLB inh,Pol iota inh
Cn1c(C(=O)N2CCCC(C(=O)c3ccc(C(F)(F)F)cc3)C2)cc(=O)n(C)c1=O (configuration not stated),0.2,7%,-6%,-14%,-4%,-1%,-1%,-4%,50%[activator]
O=C(C[C@@H]1C/C=C/CC[C@@H](Cc2ccc(F)cc2)C(=O)OCCNC1=O)N[C@H](CO)Cc1ccccc1,/,-15%,?,/,/,-6%,15%,/,7%
COc1cc(OC)c2c(C)cc(=O)oc2c1,-0.7,0%,-2%,-5%,-1%,-26%,-6%,0%,0%
CC1CN(C(=O)CN2C(=O)NC3(CCCCCCC3)C2=O)CC(C)O1 (configuration not stated),-0.3,4%,-2%,-7%,2%,-8%,-2%,11%,-6%
O=C(NCc1nnc(SCC(=O)N2CCCCC2)o1)c1ccc(F)cc1,0.2,-6%,8%,-14%,-2%,-6%,22%,?,22%
C[C@H](NC(=O)C1CCN(S(=O)(=O)c2ccccc2)CC1)C(=O)NCc1cccc(C(F)(F)F)c1,-0.1,5%,33%,-15%,0%,5%,40%[activator],51%,44%[activator]
COc1oc(=O)c2cc(N)ccc2c1Cl,/,/,?,67%[activator],-1%,7%[60.1 µM],-4%,/,/
COCc1c(C(=O)Nc2ccc(Cl)cc2F)oc2ccccc12,-0.1,-7%,-2%,-13%,-3%,-16%,-2%,11%,?
COc1cc(CNC(=O)c2nc(Cn3nc(C)c(Br)c3C)no2)cc(OC)c1,1.0,7%,0%,?,-13%,-13%,-4%,17%,-22%
c1ccc(CCNc2ncnc3ccccc23)cc1,0.1,-3%,-3%,-12%,4%,1%[60.1 µM],17%,2%,8%
CCC1Sc2ccc(S(=O)(=O)CCC(=O)Nc3ccc(NC(C)=O)cc3)cc2NC1=O (configuration not stated),1.0,-1%,8%,-3%,-4%,-12%,2%,23%,4%
CSCCC(NC(=O)c1cccc([N+](=O)[O-])c1)c1nc2ccccc2[nH]1 (configuration not stated),-0.9,4%,-8%,-8%,2%,-12%,12%,22%,13%

# From PubChem
